Screens: PubChem, several laboratories
OX1R antag: antagonists of human orexin 1 receptor (OX1R). OX1R-expressing cells, FRET antagonist read-out. inhibition, % at 6.6 µM. 330,000 compounds, 1.8% hits. AID 485270, 2010; in the data active means inhibition mostly above about 38%, no sharp cut-off; inactive means mostly below about 40%;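 further: 0% = agonist challenge alone and 100% = reference antagonist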
Target sequence (O43613 whole entry, looked up): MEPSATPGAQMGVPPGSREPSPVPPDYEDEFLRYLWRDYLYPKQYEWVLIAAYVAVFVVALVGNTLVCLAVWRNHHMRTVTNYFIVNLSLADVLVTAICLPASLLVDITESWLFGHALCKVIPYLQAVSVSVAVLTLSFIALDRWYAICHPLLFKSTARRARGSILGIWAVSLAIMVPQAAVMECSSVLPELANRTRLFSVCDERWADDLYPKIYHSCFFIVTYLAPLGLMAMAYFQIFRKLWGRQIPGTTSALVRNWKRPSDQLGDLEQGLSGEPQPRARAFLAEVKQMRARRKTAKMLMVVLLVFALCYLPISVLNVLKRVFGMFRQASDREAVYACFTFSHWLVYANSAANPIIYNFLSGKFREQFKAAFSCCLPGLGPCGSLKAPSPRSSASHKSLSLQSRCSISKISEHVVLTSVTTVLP
STK33 kinase inh: inhibitors of purified STK33 kinase, primary screen, biochemical, ADP-Glo luminescence, homogeneous, cell-free. Serine/threonine-protein kinase 33 (Homo sapiens), Q9BYT3. MBP phosphorylation. inhibition, % at 10 µM. 320,000 compounds, 0.073% hits;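 active means inhibition at or above 25%, using the most active replicate where run in duplicate; inactive means inhibition below 25%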
Target sequence (Q9BYT3 whole entry, looked up): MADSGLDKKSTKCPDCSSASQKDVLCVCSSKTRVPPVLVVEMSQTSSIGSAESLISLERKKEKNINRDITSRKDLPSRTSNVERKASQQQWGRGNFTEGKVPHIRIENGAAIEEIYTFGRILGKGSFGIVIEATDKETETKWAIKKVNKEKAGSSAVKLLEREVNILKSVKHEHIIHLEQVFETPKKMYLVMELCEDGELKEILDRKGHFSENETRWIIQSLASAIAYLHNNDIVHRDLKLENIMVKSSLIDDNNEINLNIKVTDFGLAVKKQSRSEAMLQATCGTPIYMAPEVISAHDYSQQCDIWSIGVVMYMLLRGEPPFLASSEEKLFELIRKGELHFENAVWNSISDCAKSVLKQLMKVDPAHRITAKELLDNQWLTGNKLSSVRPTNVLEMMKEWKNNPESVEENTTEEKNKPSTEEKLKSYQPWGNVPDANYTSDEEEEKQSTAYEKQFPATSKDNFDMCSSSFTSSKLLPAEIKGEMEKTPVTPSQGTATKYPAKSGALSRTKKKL
Active calls of the source: *; nt = no result given.

SMILES	OX1R antag	STK33 kinase inh
CCN(CC)C1CCN(C(=O)c2cc(COc3ccccc3SC)on2)C1 (stereo unspecified)	8.1	-0.5
CCOC(=O)Cn1c(=O)n(CC(=O)OCC)c2ccccc21	9.1	0.8
Cn1c(=O)c2c(nc(Oc3ccc4ccccc4c3)n2C)n(C)c1=O	9.1	-1.3
Cc1ccc(N2CCN(CCc3nc4cc(NC(=O)c5ccco5)ccc4n3C)CC2)cc1	3.5	0.3
N#CC(C(=O)C12CC3CC(CC(C3)C1)C2)c1nc2ccccc2[nH]1 (stereo unspecified)	15.0	-0.2
Cc1cc(=O)oc2ccc(OCC(=O)N3CCC(C)CC3)cc12	10.4	0.5
Cn1c(COc2ccccc2)nnc1SCCN1CCOCC1	2.9	-1.2
Cc1ccc(C)c(Cn2c(=O)c3c(nc4n3CCN4Cc3ccco3)n(C)c2=O)c1	8.9	-3.0
Cc1onc(-c2c(F)cccc2Cl)c1C(=O)NC1CCSC1=O (stereo unspecified)	20.2	-2.0
COc1ccc(CN2CCNC(=O)C2CC(=O)NCc2csc(C(C)C)n2)c(OC)c1 (stereo unspecified)	24.2	0.7
O=C(NCCc1ccccc1F)N[C@@H](Cc1ccccc1)C(=O)O	-2.6	-1.0
N=c1c(C(=O)NCc2ccc(F)cc2)cc2c(=O)n3ccccc3nc2n1Cc1cccnc1	35.4	0.4
CCOC(=O)C1=C(CC)Nc2ccccc2N=C1NC(=O)CCNC(C)=O	24.4	-1.6
Cc1cc(=O)[nH]c(SCC(=O)c2ccc3c(c2)NC(=O)CO3)n1	0.3	-1.1
Cc1cc(NC(=O)CSc2nc(-c3ccccc3Cl)nc3c2c(=O)n(C)c(=O)n3C)no1	25.0	-1.1
O=C(NNC(=O)C(c1ccccc1)c1ccccc1)c1cccs1	14.1	-3.3
Cc1ccccc1N=Nc1c(O)[nH]c2ccccc12	27.3	1.7
O=C(NCC1CCCO1)c1ccccc1NS(=O)(=O)c1cc([N+](=O)[O-])ccc1Cl (stereo unspecified)	15.4	-2.0
Cc1cccc(NC(=O)C2(c3ccc([N+](=O)[O-])cc3)CCCC2)c1	26.6	1.3
Cc1ccc(NC(=O)/C=N/OCC(=O)NCc2ccccc2Cl)cc1	22.9	-0.6
CCCc1cc(-c2n[nH]c(C)c2-c2ccc(C(=O)OCC)o2)c(O)cc1O	14.4	-1.5
Cc1ccc(S(=O)(=O)N2CCOCC2)cc1C(=O)N1CCc2ccccc21	7.3	-0.9
CCOC(=O)CN(C(=O)CCC(=O)Nc1cc(C)on1)C(C(=O)NC1CCCC1)c1cccnc1 (stereo unspecified)	15.1	-0.3
CCOC(=O)Cn1cnc2c(cnn2-c2ccc(Cl)cc2)c1=O	40.6	-0.1
COc1ccccc1OCCC(=O)Nc1cccc(S(=O)(=O)N2CCCCC2)c1	22.7	nt
CC(CCc1ccccc1)NC(=O)COC(=O)c1ccc(NC(N)=O)cc1 (stereo unspecified)	-4.6	-0.2
CCOC(=O)c1ccc(NS(=O)(=O)c2ccc3c(c2)oc(=O)n3C)cc1	16.6	0.8
O=C(Cc1cccc2ccccc12)N/N=C/c1ccncc1	16.9	3.9
COc1ccccc1NC(=S)Nc1ccccn1	-5.8	0.0
O=C(NC1CC2CCCC(C1)N2C(=S)Nc1ccc(Cl)cc1)C1CC1 (stereo unspecified)	14.4	0.1
CC12CCCCC1N(O)C(=O)C(=O)N2O (stereo unspecified)	-7.3	-1.5
Cc1cccc(C)c1NC(=O)c1ccc(CN2CCc3ccccc3C2)cc1	-0.6	1.1
Cc1ccc(NC2CCCN(C(=O)CN3C(=O)c4ccccc4C3=O)C2)cc1C (stereo unspecified)	3.9	-0.7
CC1=C(C(=O)N(C)C)C(c2ccc(C)s2)NC(=S)N1 (stereo unspecified)	-10.8	0.6
COC(=O)C(C)NC(=O)c1cn(-c2ccccc2OC)c(=O)c2ccccc12 (stereo unspecified)	-11.3	-1.5
COc1ccc(/C=C2\SC(=O)NC2=S)cc1OC	42.3	nt
CC1=C(C)CC(C(=O)Nc2nc(-c3ccc(C)cc3C)c(C)s2)C(C(=O)O)C1 (stereo unspecified)	15.7	-0.8
O=C(NCCN1CCCC1)c1ccccc1Cl	12.1	-1.3
COCCN(Cc1cc2c(C)cc(C)cc2nc1Cl)C(=O)c1ccccc1F	7.5	nt
NC(=O)C(=O)N/N=C/c1cccc(C(F)(F)F)c1	11.9	-2.3
Cc1cc(NC(=O)CN2CCOCC2)n(-c2ccccc2)n1	-0.2	-1.1
O=C(COc1ccccc1)Nc1cccc(-c2cn3cccnc3n2)c1	15.4	2.8
CCCNC(=O)NC(=O)CN1CCCC1c1ccc2c(c1)OCCO2 (stereo unspecified)	4.3	0.1
O=C(COc1ccccc1[N+](=O)[O-])Nc1ccc(N2CCN(C(=O)c3cccs3)CC2)cc1	34.3	0.5
CCc1ccc(CN2CCC(C(=O)Nc3ccc(Oc4ccccc4)nc3)CC2)o1	8.0	0.1
Cc1ccc(CNC(=O)C2COc3ccccc3O2)cc1 (stereo unspecified)	4.7	-1.5
COc1ccc(NC(=O)CN(C)C(=O)c2ccc(N3CCCCC3)c([N+](=O)[O-])c2)cc1	17.9	-0.7
Cc1ccc(COn2nnc3ccc(S(=O)(=O)N4CCOCC4)cc32)cc1	12.3	-0.3
CC(=O)NS(=O)(=O)c1ccc(NC(=O)c2cccc(OCc3c(C)noc3C)c2)cc1	1.2	-1.1
O=C(Nc1ccc(-n2cnnn2)cc1)C1CCC1	13.6	0.2
CC(=O)Nc1ccc(S(=O)(=O)NC2(C(F)(F)F)NC(=O)N(c3ccc(Cl)cc3)C2=O)cc1 (stereo unspecified)	29.2	-1.2
O=C(COc1ncnc2ccccc12)Nc1ccc(S(=O)(=O)N2CCOCC2)cc1	15.2	0.1
O=C(O)COc1ccc(F)cc1Br	15.3	0.3
CCc1ccc(N2C(=O)CC(N3CCN(Cc4ccc5c(c4)OCO5)CC3)C2=O)cc1 (stereo unspecified)	16.7	-2.8
OCCCNc1nc(-c2ccc(Cl)cc2)nnc1-c1ccc(Br)cc1	18.8	-1.1
Cc1ccc(C)c(S(=O)(=O)c2c(C)cc(C)[nH]c2=O)c1	2.4	-1.4
Cc1nnc2sc(-c3csc4c3CCCC4)nn12	8.9	-0.8
CCOc1ccc(CCNC(=O)c2cccc(-n3cnnn3)c2)cc1OCC	2.6	-0.8
Cc1cc(NCCCO)n2nc(-c3cccs3)cc2n1	7.2	1.2
CSc1nc(C(=O)N2CCCC(N3CCN(c4ccccc4C)CC3)C2)cs1 (stereo unspecified)	4.6	-0.5
(listing goes on)
SMILES	OX1R antag	STK33 kinase inh
Cc1ccc(C(=O)Nc2ccc3c(c2)OCO3)cc1S(=O)(=O)N1CCCCC1	28.9	-4.8
O=C(/C=C/c1ccc(F)cc1)NC(=S)N1CCCCC1c1cccnc1 (stereo unspecified)	8.2	-0.7
COc1cc(C(C)=O)ccc1OCC(=O)c1cc(C)n(C2CC2)c1C	19.5	-1.6
O=C(c1ccccc1)c1c[nH]c(C(=O)NCCCn2ccnc2)c1	15.5	-1.5
COc1cc(CSC)nc(-c2ccccc2)n1	9.9	0.0
O=C(Nc1cccc2c1[nH]c1ccccc12)C(F)(F)F	22.4	-0.8
Cc1nc(C)n(CC(O)COc2ccc(C(=O)c3ccccc3)cc2)n1 (stereo unspecified)	4.6	-1.8
Cc1ccc(NC(=O)N2CCN(Cc3ccc4c(c3)OCO4)CC2)cc1	7.4	-0.8
CC1Sc2ccc(S(=O)(=O)CCC(=O)NCc3ccccc3)cc2NC1=O (stereo unspecified)	3.0	-0.6
CC1CCN(C(=O)Cn2c3ccccc3c3nc4n(c(=O)c32)CCCS4)CC1	26.3	1.8
CCOc1ccc(OCc2ccc(C(=O)N(C)c3ccccc3)o2)cc1	nt	-0.6
C[N+]1=C2CCCCCN2C(O)(c2ccccc2)C1 (stereo unspecified)	9.2	-0.4
O=C1c2ccccc2C(=O)N1CC(O)CNc1ccc(Br)cc1 (stereo unspecified)	9.2	-0.3
COC(=O)c1ccc(CN2CCN(Cc3ccc(C(=O)OC)o3)CC2)o1	3.0	-1.1
Cc1ccsc1/C=N/n1cnc2sc(C)c(C)c2c1=O	5.7	-3.2

Some of the entries so far, with values ahead of the structure:
OX1R antag | STK33 kinase inh | compound
8.1 | -0.5 | CCN(CC)C1CCN(C(=O)c2cc(COc3ccccc3SC)on2)C1 (stereo unspecified)
9.1 | 0.8 | CCOC(=O)Cn1c(=O)n(CC(=O)OCC)c2ccccc21
9.1 | -1.3 | Cn1c(=O)c2c(nc(Oc3ccc4ccccc4c3)n2C)n(C)c1=O
3.5 | 0.3 | Cc1ccc(N2CCN(CCc3nc4cc(NC(=O)c5ccco5)ccc4n3C)CC2)cc1
15.0 | -0.2 | N#CC(C(=O)C12CC3CC(CC(C3)C1)C2)c1nc2ccccc2[nH]1 (stereo unspecified)
10.4 | 0.5 | Cc1cc(=O)oc2ccc(OCC(=O)N3CCC(C)CC3)cc12
2.9 | -1.2 | Cn1c(COc2ccccc2)nnc1SCCN1CCOCC1
8.9 | -3.0 | Cc1ccc(C)c(Cn2c(=O)c3c(nc4n3CCN4Cc3ccco3)n(C)c2=O)c1
20.2 | -2.0 | Cc1onc(-c2c(F)cccc2Cl)c1C(=O)NC1CCSC1=O (stereo unspecified)
24.2 | 0.7 | COc1ccc(CN2CCNC(=O)C2CC(=O)NCc2csc(C(C)C)n2)c(OC)c1 (stereo unspecified)
-2.6 | -1.0 | O=C(NCCc1ccccc1F)N[C@@H](Cc1ccccc1)C(=O)O
35.4 | 0.4 | N=c1c(C(=O)NCc2ccc(F)cc2)cc2c(=O)n3ccccc3nc2n1Cc1cccnc1
24.4 | -1.6 | CCOC(=O)C1=C(CC)Nc2ccccc2N=C1NC(=O)CCNC(C)=O
0.3 | -1.1 | Cc1cc(=O)[nH]c(SCC(=O)c2ccc3c(c2)NC(=O)CO3)n1
25.0 | -1.1 | Cc1cc(NC(=O)CSc2nc(-c3ccccc3Cl)nc3c2c(=O)n(C)c(=O)n3C)no1
14.1 | -3.3 | O=C(NNC(=O)C(c1ccccc1)c1ccccc1)c1cccs1

More records
SMILES	OX1R antag	STK33 kinase inh
C=CCN(CC=C)C(=S)NC(=O)c1ccc(OC)c(Br)c1	12.9	-0.6
CCOC(=O)N1CCN(C(=O)CCl)CC1	16.3	-0.5
O=C(CC(=O)Nc1ccccn1)Nc1ccccn1	7.7	-0.1
COc1ccc(NC(=O)C2CCN(c3nc(C)nc4c3CCC4)CC2)cc1	20.8	-2.5
CCOc1ccc2nc(N3CCC(C(=O)NCCCN4CCOCC4)CC3)sc2c1	8.5	-0.8
CC(=O)c1ccc(N2CCN(C(=O)Nc3ccc(C)cc3)CC2)cc1	12.9	-1.4
CCCCOC(=O)c1sc2nc(N3CCOCC3)c3c(c2c1N)CC(C)(C)OC3	7.8	-3.0
CC1CC(C)CN(S(=O)(=O)c2ccc(C(=O)Nc3nnc(C4CC4)o3)cc2)C1 (stereo unspecified)	25.3	0.4
Cc1cccc(NC(=O)C(C)SCc2ccccc2)c1 (stereo unspecified)	8.7	-0.9
O=C1NCCN1C(=O)c1ccccc1F	6.3	-1.0
O=P(OC1CCCCC1)(OC1CCCCC1)C(Nc1ccccc1)c1cccnc1 (stereo unspecified)	18.8	0.7
O=S(=O)(c1ccc(N2CCOCC2)nc1)N1CCOCC1	12.4	-0.5
COc1ccc(S(=O)(=O)NCCc2csc(-c3cccnc3)n2)cc1	-0.8	-0.8
COC(=O)c1cccc(Nc2nc3ccccc3nc2C)c1	17.4	0.4
O=C(Cc1coc2ccc3ccccc3c12)NC1CCCc2ccccc21 (stereo unspecified)	66.1*	nt
O=C(c1ccccc1-c1nc(-c2ccccc2)no1)N1CCOCC1	7.9	-1.9
CCN(CC)c1ccc(C=Nc2ccc(C#N)cc2)c(O)c1	34.9	-0.6
CCOC(=O)CN1C(=O)COc2ccc(Cl)cc21	7.6	-0.7
COC(=O)c1ccc(C(c2c(N)n(Cc3ccccc3)c(=O)n(C)c2=O)N2CCOCC2)cc1 (stereo unspecified)	8.0	0.3
COc1cc(/C=C2\S/C(=N/S(=O)(=O)c3ccc(C)cc3)NC2=O)c([N+](=O)[O-])cc1OC	39.2*	2.4
CCN(CC)S(=O)(=O)N1CCC(C(=O)NCC2COc3ccccc3O2)CC1 (stereo unspecified)	10.9	-2.0
CCc1nnc(NC(=O)c2nc(S(=O)(=O)Cc3cccc(C)c3)ncc2Cl)s1	25.4	0.9
Cc1nnc(NC(=O)c2cc(-c3ccco3)nc3ccccc23)s1	10.4	1.1
O=C(O)COCC(=O)NCc1csc2ccc(Cl)cc12	7.3	-1.4
Cc1ccc(-c2nc(SCC(=O)c3c(N)n(C)c(=O)n(C)c3=O)n[nH]2)cc1	38.6	-0.2
COc1ccc(Nc2ccc(N3C(=O)CCCC3=O)cc2[N+](=O)[O-])cc1OC	56.9	0.1
COC(=O)c1ccc(C2/C(=C(\O)c3ccc4c(c3)OCCO4)C(=O)C(=O)N2c2nnc(C)s2)cc1 (stereo unspecified)	24.3	-1.5
CCOC(=O)C1CCN(C(=O)c2ccc(CNS(=O)(=O)c3ccc(OC)cc3)cc2)CC1	2.5	-0.4
CCc1nnc(NC(=O)CSc2nnc(CSc3nc(C)cc(C)n3)o2)s1	0.2	-0.8
COc1ccc2c(CCNC(=O)CN3C(=O)c4ccccc4C3=O)c[nH]c2c1	11.5	-1.1
Cc1ccc(C(=O)COC(=O)c2cc(=O)[nH]c3ccccc23)cc1C	18.0	0.0
O=C(Nc1ccccc1)C(Cl)C(=O)c1ccccc1 (stereo unspecified)	4.0	0.8
COc1ccccc1C(=O)CN1C(=O)NC2(CCc3ccccc32)C1=O (stereo unspecified)	28.1	nt
COc1cccc(OC)c1C(=O)NCC12CC3CC(C1)CC(CNC(=O)c1c(OC)cccc1OC)(C3)C2	4.7	-2.1
CCc1cc2c(NCc3ccco3)ncnc2s1	30.7	-0.7
O=C(NC1CC(=O)N(c2cccc(F)c2)C1)N1CCN(C(=O)c2ccco2)CC1 (stereo unspecified)	18.6	-0.1
CC(=O)Nc1ccc(NC2CCCCC2NS(=O)(=O)c2ccccc2)cc1 (stereo unspecified)	21.1	-1.2
COc1ccccc1OCCNC(=O)c1ccc(S(=O)(=O)N(C)C)cc1	6.7	-1.6
